TGFb inhibitor: inhibitors of TGF-b signaling. 1.2% of 410,000 active. Potency, µM (top dose mostly 46.1 µM), inactives show at the top dose activity, negative = inhibition, hits mostly inhibitors. HepG2 CAGA-GFP TGF-b/SMAD3 reporter, GFP fluorescence, 18 h; TGF-beta stimulated, 500 pg/mL final; note: potency is the fitted concentration of half-maximal effect; % is set by controls: 0 for no effect and ±100 for the full control effect; nearly all actives have a fitted effect of over 65% in size
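First, reporter cells (HEPG2 CAGA-GFP) rested 2 h at 37 degrees C. Next, compounds were pinned in and TGF-beta added to 500 pg/mL final. After 18 h, GFP was imaged per cell and summed per well.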
MCF10A rereplic: induces DNA re-replication in MCF 10a normal breast cells; MCF 10A DNA re-replication, Hoechst nuclear intensity, 48 h; 2.9% of 350,000 active; Potency, µM (highest dose often 46.1 µM), inactives show at the highest dose activity, positive = re-replication, actives largely listed as activators; note: potency is the fitted concentration of half-maximal effect; % of control where 0% means no effect; nearly all actives have a fitted effect of over 50% in size
ATXN2 expr inh: inhibitors of ATXN2 expression | HEK-293 ATXN2-luciferase reporter, luminescence, 24 h | Potency, µM (doses to about 57 µM), inactives show top-dose activity change, negative = inhibition, hits mostly inhibitors | 0.72% of 360,000 active; note: potency is the fitted concentration of half-maximal effect; % is set by controls: 0 for no effect and ±100 for the full control effect; nearly all actives have a fitted effect of over 55% in size
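ATXN2-luciferase reporter cells (luciferase flanked by upstream and downstream ATXN2 gene portions) were treated 24 h at 37 °C with compounds at up to 57 uM. SteadyGlo luminescence gave expression; GF-AFC fluorescence gave viability.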
A549 viability: counter-screen for Nrf2 inhibitors: cytotoxicity in A549 cells | 0.16% of 390,000 active | A549 ARE-Fluc cells, CellTiter-Fluor viability, 18-24 h | Potency, µM (highest dose often 46 µM), for the others: top-dose activity change, negative = cytotoxicity, actives largely listed as inhibitors; note: potency is the fitted concentration of half-maximal effect; % is set by controls: 0 for no effect and ±100 for the full control effect
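A549 ARE_Fluc cells in 5% FBS OPTI-MEM were exposed to compounds in concentration-response for 18-24 h at 37 deg C. Viability was read by CellTiter-Fluor fluorescence (Ex 405/Em 525) after 30 min, before the luciferase read.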
S2 tox: cell viability loss in ATXN counter-screen. 0.49% of 400,000 active. AID 651635. Potency, µM (titrated, usually from 56.7 µM), hits mostly cytotoxic. S2 cells (HEK-293 line with an ATXN2-luciferase reporter) viability, CellTiter-Fluor protease fluorescence, 24 h; note: potency is the fitted concentration of half-maximal effect; nearly all actives have a fitted effect of over 40% in size
IL-1B inflam inh: blocks inflammasome-driven IL-1 beta release. 4.7% of 360,000 active. THP-1 LPS/ATP IL-1B secretion, AlphaLISA, 16 h; stronger effect = lower value. activity change, % at 57.5 µM; in the data active = activity change below about -50%; inconclusive = mostly about -30% to -49%; note: % is set by controls: 0 for no effect and ±100 for the full control effect
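Secreted IL-1B measured by AlphaLISA bead assay after 16 h compound exposure of THP-1 cells; compounds (final up to 57.5 uM) added 1 h before LPS (250 ng/mL) and ATP (1.25 mM) stimulation; lower signal means less secretion.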
Nrf2 activator: Nrf2 pathway activation; AREc32 ARE-luciferase reporter (MCF7-derived line), luminescence, 24 h; Potency, µM (doses to about 46.1 µM), for inactives: at the highest dose activation, hits mostly activators; 0.31% of 410,000 active; AID 624171; note: potency is the fitted concentration of half-maximal effect; % of control where 0% means no effect; nearly all actives have a fitted effect of over 65% in size
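ARE activation measured as luciferase luminescence (Steady-Glo, 30 min RT) in AREc32_Fluc cells after 24 hr compound exposure at 37 deg C, 5% CO2; cells seeded overnight at 1000/well in OPTI-MEM, 5% FBS.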
HepG2 tox: HepG2 cytotoxicity, counter-screen for TGF-b inhibitors; Potency, µM (top dose mostly 46.1 µM), for inactives: at the top dose activity change, negative = cytotoxicity, usual class: cytotoxic; HepG2 CAGA-GFP viability, ATP luminescence, 18 h; AID 588856; 0.76% of 410,000 active; note: potency is the fitted concentration of half-maximal effect; some results filed as inactive show a strong effect at the top dose
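HepG2 CAGA-GFP cells (1000/well, DMEM with 1% FBS) received compound, then TGF-beta at 500 pg/mL final, and were incubated 18 hours at 37 degrees C. Viability was read by CellTiter-Glo luminescence. Media-only wells were set as complete cell-killing and DMSO as no toxicity.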
Nrf2 inh: Nrf2 pathway inhibition; A549 ARE-Fluc reporter, luciferase luminescence, 18-24 h; Potency, µM (top dose mostly 46 µM), without a hit: at the top dose activity change, negative = inhibition, most hits filed as inhibitors; 2.1% of 360,000 active; note: potency is the fitted concentration of half-maximal effect; % is set by controls: 0 for no effect and ±100 for the full control effect; nearly all actives have a fitted effect of over 60% in size
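Quantitative HTS in A549 cells stably bearing an antioxidant response element-firefly luciferase construct. Inhibition of Nrf2-driven transcription was scored by luminescence after 18-24 h of compound exposure at 37 °C.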
* hit, by the source's call; i = inactive; ? = inconclusive; / = not tested or not shown; & = joins results of further samples; [ ] = dose if it differs, or a comment. Unless noted, calls come from the whole dose curve; as a rule, active = well fitted curve in the direction sought with a large enough effect; inconclusive = small, poorly fitted or top-dose-only effect, or another doubt; inactive = no such curve, though single readings can be large; an effect the other way counts as inactive or inconclusive. Compounds were not picked by outcome; about 8.8% have a hit in one of these screens.

Molecule | Nrf2 activator | S2 tox | TGFb inhibitor | ATXN2 expr inh | HepG2 tox | MCF10A rereplic | IL-1B inflam inh | A549 viability | Nrf2 inh
Cc1nc(N2CCCC2)ncc1C(=O)NCc1ccc(Cl)cc1 | 3.2% | i | ? | -2% | -13% | / | / | 1% | /
COc1nc(Nc2ccc([N+](=O)[O-])cc2)nc(NC2CCCCC2)n1 | -0.4% | i | 1% | -2% | -8% | ? | -78* | -29% | ?
COc1ccc(CNC(=O)C2Cc3c(-c4ccc5c(c4)OCO5)ccnc3O2)cc1OC (stereo unspecified) | 3.4% | i | 1% | -16% | -3% | / | -5 | / | /
CCC(C)NC(=S)Nc1ccc(F)cc1 (stereo unspecified) | -0.2% | i | -22% | 0% | -6% | 9% | 0 | 2% | -6%
COc1ccc(S(=O)(=O)N2CCCN(CCC(=O)Nc3cccc(C(F)(F)F)c3)CC2)cc1 | 0.1% | i | -11% | 3% | 0% | -3% | 6 | -2% | 12%
COc1cc2[nH]c(=O)n(Cc3ccccc3Cl)c(=O)c2cc1OC | -0.3% | i | 9% | -7% | -15% | 5% | 24 | 0% | ?
CCc1nc(SCC(=O)N2CCC(C)CC2)c2c(=O)n(C)c(=O)n(C)c2n1 | 0.2% | i | 1% | -23% | -25% | 17% | 27 | -14% | -9%
CN1C(=S)SC(C)(NO)C1(C)C (stereo unspecified) | -0.5% | i | 9% | -9% | -50% | -2% | -9 | -15% | 10%
O=C(Cn1ccc2cc(S(=O)(=O)N3CCCCC3)ccc21)NCc1ccccc1Cl | 3.7% | / | -24% | / | -15% | / | / | -19% | /
O=S(=O)(Nc1ccncc1)c1ccc(Cl)cc1 | -0.4% | i | -2% | 3% | 5% | 1% | -3 | -6% | 8%
Cc1ccc(C(=O)N2C(=S)C(c3ccc(F)cc3)=NC23CCN(C)CC3)cc1 | -0.9% | 25µM* | ? | 22µM* | -50% | ? | -9 | -8% | ?
Clc1ccc(-c2csc(N/N=C/c3ccc4c(c3)OCO4)n2)cc1 | 5.8% | i | -10% | 6%[11.3 µM] | 13% | 14% | -27 | 4% | 17%
Cc1cc(C)nc(NC2=N[C@@H]3CCCC[C@H]3N2C(=O)Nc2cc(Cl)cc(Cl)c2)n1 | 0.0% | i | 3% | -10% | -5% | 1% | 36 | 0% | 21%
Cc1ccc(C(=O)COC(=O)CNC(=O)c2cccs2)cc1 | -0.6% | i | 0% | -3% | 1% | -2% | 32 | -3% | 3%
CN1CC(=O)N(CC(=O)Nc2ccc(OCc3ccccc3)cc2)C1=O | 5.0% | i | -8% | 37%[activator] | -9% | 6% | 0 | 0% | ?
Cc1nc2c(OCc3ccc(F)cc3)cccn2c1N(C)C(=O)CCC1CCCC1 | -0.5%[9.22 µM] | ? | -3% | ? | -11% | / | -25 | / | /
CCCCCCCCCCn1c2c(c(=N)c3c1CCC3)CCC2 | -4.6% | ? | 13µM* | ? | -97% | ? | -96* | ? | ?
O=c1c(O[C@H]2O[C@@H](CO)[C@H](O)[C@@H](O)[C@@H]2O)c(-c2ccc(O)cc2)oc2cc(O)cc(O)c12 | -0.1% | ? | -8% | 6% | 2% | -28% | 4 | -10% | 15%
CC(C)(C)OC(=O)N1CCC(c2c(C(=O)N3CCN(C(=O)c4ccco4)CC3)cnn2-c2ccc(Cl)cc2)CC1 | -0.3% | / | 25% | / | -3% | / | / | 0% | ?
O=C(CSc1nnc(-c2ccco2)o1)Nc1ccccc1Cl | 0.0% | i | -1% | 27% | -3% | -21% | -8 | -1% | 11%
Cc1ccc(NC(=O)Nc2nnc([C@H]3C[C@H](O)[C@@H](CO)O3)s2)cc1 | 5.1% | i | -3% | 17% | -8% | / | -28 | / | /
CS(=O)(=O)N1CCC(C(=O)NCc2ccc(Cl)cc2)CC1 | -0.1% | i | 1% | 2% | -7% | 1% | -23 | 8% | 5%
CC(C)N(C(=O)[C@H]1CC(CC(=O)NC(C)(C)C)C(=O)N2CCc3c([nH]c4ccccc34)[C@]12C)C(C)C (stereo partly specified) | 3.7% | i | ? | 2% | -13% | 14% | -16 | 0% | -3%
CCCS(=O)(=O)N1CCC(C(=O)NCc2ccc3c(c2)OCO3)CC1 | 0.1% | i | 1% | -11% | 5% | -7% | 0 | -1% | 8%
Cc1ccc(OCC(=O)NNC(=O)CSc2nnc(-c3ccc(C)cc3)n2C)cc1 | -0.2% | i | ? | 5% | -5% | 0% | -15 | -5% | 13%

(next part)
Molecule | Nrf2 activator | S2 tox | TGFb inhibitor | ATXN2 expr inh | HepG2 tox | MCF10A rereplic | IL-1B inflam inh | A549 viability | Nrf2 inh
O=C(/C=C/c1cccs1)N1CCN(Cc2ccc3c(c2)OCO3)CC1 | 0.4% | i | -34% | -3% | -20% | 11% | 0 | 9% | -1%
Cc1ccc(NC(=O)CSCC(=O)Nc2cc(Cl)ccc2N2CCN(C)CC2)cc1 | 3.1% | i | -12% | -5% | -44% | 4% | -29 | -11% | 2%
Cc1ccc2nc(-c3cccc(NC(=O)c4cccc5c(Cl)cccc45)c3)oc2c1 | 1.8% | i | -2% | 21% | 0% | / | / | 15% | ?
CN(Cc1cn(-c2ccccc2)nc1-c1ccc2c(c1)OCO2)Cc1nccn1C | -0.3% | ? | 2% | / | -5% | -3% | ? | 0% | ?
CCO[C@@H]1OC(C(=O)NCc2nc3ccccc3[nH]2)=C[C@H](c2ccc(C(F)(F)F)cc2)[C@H]1CCCO | 4.3% | i | ? | ? | -16% | 21% | -64* | -17% | ?
C[C@@H]1NC(=O)[C@@]2(C)[C@@H](c3ccccc3)[C@H]3COc4ccc(Cl)cc4[C@@H]3N2C1=O | -0.9% | i | ? | 9% | -1% | ? | 10 | -3% | 6%
O=C(Cn1cnc2c(cnn2-c2ccc(F)cc2)c1=O)N1CCN(c2ccccc2)CC1 | 2.9% | i | -4% | -9% | -2% | -5% | 1 | -11% | -20%
COc1ccc(-c2cc(C(F)(F)F)nc(SCC(=O)N(C)Cc3ccccc3)n2)cc1 | 4.0% | ? | ? | -24% | -6% | / | / | -11% | ?
CCc1ccc(CN(C)Cc2c(C(=O)N3CCOCC3)nc3c(C)cccn23)nc1 | -0.9% | i | -4% | / | -7% | / | 36 | / | /
CCOc1cccc(C2c3c(oc4ccccc4c3=O)C(=O)N2c2nc(C)c(C(=O)OC)s2)c1 (stereo unspecified) | 0.0% | i | ? | -6% | -5% | / | / | -5% | 8%
CC1(C)C/C(=N\NC(=S)Nc2ccccc2F)c2cc(O)ccc2O1 | 8.1% | / | ? | -36% | -45% | -14% | -79* | 1% | 8%
O=C(CS(=O)(=O)c1cccc2nsnc12)N1CCN(c2cccc(C(F)(F)F)c2)CC1 | 1.1% | i | -16% | -22% | -21% | / | / | 2% | /
CCN(C(=O)COC(=O)c1ccc([N+](=O)[O-])o1)c1cccc2ccccc12 | ? | i | ? | -11% | -39% | ? | -4 | -4% | -5%
Nc1cc(-c2ccc(Cl)cc2)nn1S(=O)(=O)c1cccc2nsnc12 | 4.4% | i | ? | -32% | -19% | 0% | -17 | -3% | ?
CCOC(=O)/C(N=Nc1ccc(Cl)cc1)=C(/O)c1ccc([N+](=O)[O-])cc1 | 0.1% | ? | 9% | ? | -3% | 9% | 2 | 2% | 6%
CC(C)CC(=O)NC(=S)Nc1ccccc1F | 3.1% | i | ? | 3% | -27% | 3% | 5 | -2% | 30%
O=C(CC(=O)N/N=C/c1c(F)cccc1Cl)NCc1ccccc1 | -0.4%[9.22 µM] | i | -3% | -2% | -3% | -11% | 5 | 13% | -26%
Cc1[nH]oc(=O)c1N=Nc1ccc2[nH]c(=O)[nH]c2c1 | 0.3% | ? | 0% | / | -6% | 17% | -1 | ? | -1%
Clc1ccc(-c2cn(-c3nc4ccccc4s3)nn2)cc1 | -0.1% | i | / | 37%[activator] | / | / | 61 | / | /
O=C(Nc1ccc(Cl)cc1)c1cc2nc(C3CC3)cc(C(F)(F)F)n2n1 | -0.6% | i | 19% | -25% | -36% | 16µM* | -9 | -16% | ?
CCOc1ccc(/C(O)=C2\C(=O)C(=O)N(CCN(C)C)C2c2cccc(OC)c2OC)cc1Cl (stereo unspecified) | -0.6% | i | 0% | 9% | -2% | 24% | 3 | -3% | -1%
Cc1cc(C)cc(NC(=O)CCC(=O)Nc2cc(C)on2)c1 | -0.2% | i | -1% | ? | -24% | 5% | 4 | -9% | 8%
CCn1c(C)cc(O)c(C(=O)Nc2cccc(Cl)c2)c1=O | -0.4% | i | 4% | / | 13% | -2% | 0 | 8% | 11%
CN(C)c1ccc(N2[C@@H](CC(=O)O)c3cc(C(F)(F)F)ccc3S2(=O)=O)cc1 | 0.8% | i | -22%&-11% | -3% | -35%&-20% | 22% | 10 | -3% | 9%
CCOC(=O)C(O)(CC(=O)Nc1cc(F)ccc1C)C(F)(F)F (stereo unspecified) | -0.9% | i | 2% | -3% | -7% | -1% | 3 | -1% | -4%
C=CCn1c(COc2cc(C)ccc2C(C)C)nnc1SCC(=O)c1c(N)n(C)c(=O)n(C)c1=O | -0.5% | i | -2% | -21% | 1% | ? | 0 | 3% | ?
CCN(CC)C(=O)c1ccccc1NC(=O)CN1C(=O)c2ccccc2C1=O | -0.8% | i | -2% | 1% | -1% | 0% | 22 | -8% | 8%

2 entries drawn at random from the list so far, as already listed:
Molecule | Nrf2 activator | S2 tox | TGFb inhibitor | ATXN2 expr inh | HepG2 tox | MCF10A rereplic | IL-1B inflam inh | A549 viability | Nrf2 inh
COc1nc(Nc2ccc([N+](=O)[O-])cc2)nc(NC2CCCCC2)n1 | -0.4% | i | 1% | -2% | -8% | ? | -78* | -29% | ?
O=c1c(O[C@H]2O[C@@H](CO)[C@H](O)[C@@H](O)[C@@H]2O)c(-c2ccc(O)cc2)oc2cc(O)cc(O)c12 | -0.1% | ? | -8% | 6% | 2% | -28% | 4 | -10% | 15%
